Compound activity: PubChem BioAssay, Icahn School of Medicine at Mount Sinai
ROC1-CUL1 inh: blocks human RBX1-Cullin-1 di-ubiquitin formation | inhibition, % at 10 µM | 140,000 tested, 0.6% active | in vitro K48 di-Ub FRET, acceptor:donor ratio, 45 min; in the data active means inhibition above about 25%
Target sequence (P62877 whole entry, looked up): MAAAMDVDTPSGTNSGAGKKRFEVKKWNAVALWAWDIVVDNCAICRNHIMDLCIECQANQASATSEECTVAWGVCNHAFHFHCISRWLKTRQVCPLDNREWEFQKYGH
Target sequence (Q13616 whole entry, looked up): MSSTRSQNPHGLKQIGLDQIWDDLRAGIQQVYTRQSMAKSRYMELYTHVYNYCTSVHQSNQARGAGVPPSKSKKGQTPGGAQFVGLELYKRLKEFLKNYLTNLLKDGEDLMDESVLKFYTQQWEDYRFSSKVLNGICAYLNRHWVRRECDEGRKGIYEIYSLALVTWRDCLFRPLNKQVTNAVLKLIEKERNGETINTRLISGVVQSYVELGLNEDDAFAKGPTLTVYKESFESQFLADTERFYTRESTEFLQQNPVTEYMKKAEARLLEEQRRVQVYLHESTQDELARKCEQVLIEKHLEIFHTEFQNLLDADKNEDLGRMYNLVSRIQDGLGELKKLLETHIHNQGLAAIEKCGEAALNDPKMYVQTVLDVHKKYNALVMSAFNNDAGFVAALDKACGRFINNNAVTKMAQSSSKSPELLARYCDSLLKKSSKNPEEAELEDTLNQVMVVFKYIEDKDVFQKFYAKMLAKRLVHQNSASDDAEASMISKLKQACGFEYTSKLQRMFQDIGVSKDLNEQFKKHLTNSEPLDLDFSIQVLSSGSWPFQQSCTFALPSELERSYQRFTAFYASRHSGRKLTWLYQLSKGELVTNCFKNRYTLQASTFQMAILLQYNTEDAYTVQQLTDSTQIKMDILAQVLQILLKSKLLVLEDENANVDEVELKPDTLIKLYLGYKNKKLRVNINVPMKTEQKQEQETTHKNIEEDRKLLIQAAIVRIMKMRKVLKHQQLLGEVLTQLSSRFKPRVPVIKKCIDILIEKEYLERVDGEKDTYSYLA
Starred values were filed as active, the others as inactive. Some of the compounds tested; the hit share may differ from the screen's.

SMILES	ROC1-CUL1 inh
COc1ccc(C2C(C(=O)c3ccc(C(F)(F)F)cc3)C(=O)C(=O)N2c2cccc(C)c2)cc1OC (stereo unspecified)	0.6
O=C(NCCc1ccccc1)c1cc(-c2ccc(Cl)c(Cl)c2)on1	-2.2
S=c1[nH]nc(-c2csc3ccccc23)n1Cc1ccccc1	2.5
Cc1ccc(-c2n[nH]c(=S)n2/N=C/C=C/c2ccc([N+](=O)[O-])o2)cc1	-3.9
O=C(Nc1cccc2ccccc12)N1CCN(C2CCCC2)CC1	0.4
CCOC(=O)c1c(N2C(=N)C(C#N)C(c3ccc([N+](=O)[O-])cc3)C3=C2CCCC3=O)sc2c1CCCC2 (stereo unspecified)	-3.2
CC(C)S(=O)(=O)NCc1cccnc1Oc1ccc(F)c(F)c1	6.6
CC(C)CCNC(=O)c1ccc(OC2CCN(Cc3ccccn3)CC2)cc1	-1.9
COC(=O)c1c(SC)nc2ccccc2c1OCc1ccc(Cl)cc1	10.6
COC(=O)[C@@H]1CCCN1C(=O)Cc1ccc(N2CCC(NC3Cc4ccccc4C3)CC2)cc1	-2.2
COC(=O)c1ccc(C2c3c(n[nH]c3-c3cc(OC)c(OC)c(OC)c3)OC(=N)C2C#N)cc1 (stereo unspecified)	1.2
Cc1ccc(NS(=O)(=O)c2ccc(Cl)cc2)c(O)c1	0.3
COc1ccc(C2C3=C(CCCC3=O)N(CC(=O)O)C3=C2C(=O)CCC3)cc1	9.0
CCCCc1nc2cc(C(=O)N3CCN(C(=O)c4cccs4)CC3)ccc2o1	-5.6
COc1cccc(-c2ccc3c(N)c(C(=O)Nc4ccc(F)cc4)sc3n2)c1	-2.6
O=C(c1cccc(OCCOc2ccccc2)c1)N1CCOCC1	6.0
CC1(C)CC(=O)C2=C(C1)OC(=N)C(C#N)C2c1ccc(Br)cc1F (stereo unspecified)	3.8
Cc1c(CC(=O)NCc2ccncc2)c2c(n1CC(C)C)CC(C)(C)CC2=O	1.4
c1ccc(-n2ncc3c2CCCC3NCc2cccc3ncccc23)nc1 (stereo unspecified)	0.4
O=C(N/N=C/c1cn[nH]c1-c1ccc(Cl)cc1)c1ccc([N+](=O)[O-])cc1	-8.1

The final 4 compounds of the section above come first, to join the parts:
SMILES	ROC1-CUL1 inh
CC1(C)CC(=O)C2=C(C1)OC(=N)C(C#N)C2c1ccc(Br)cc1F (stereo unspecified)	3.8
Cc1c(CC(=O)NCc2ccncc2)c2c(n1CC(C)C)CC(C)(C)CC2=O	1.4
c1ccc(-n2ncc3c2CCCC3NCc2cccc3ncccc23)nc1 (stereo unspecified)	0.4
O=C(N/N=C/c1cn[nH]c1-c1ccc(Cl)cc1)c1ccc([N+](=O)[O-])cc1	-8.1
Nc1nc(Cc2ccccc2)nc(N)c1N=Nc1ccccc1	2.3
CCOc1ccccc1/C=C/C(=O)C1C=C(Br)C=CC(=O)C1=O (stereo unspecified)	-1.2
COc1ccccc1NC(=O)C1CCN(S(=O)(=O)N(C)C)CC1	-6.9
Cc1ncc2c(c1-c1noc(-c3ccsc3)n1)CCN(Cc1ccccn1)C2	15.3
COc1cc(CN2CCCN(C=O)CC2)ccc1OCC(O)CN1CCCCCCC1 (stereo unspecified)	-1.4
O=C(COc1ccc2ccccc2c1)N/N=C/c1cccc(OC(=O)c2cc([N+](=O)[O-])cc([N+](=O)[O-])c2)c1	4.5
CC(C)(CO)N1C(=O)c2ccccc2C1=O	7.5
COc1ccc(CC2(CCC(=O)N3CCCCC3C)CCC(=O)N2)c(F)c1 (stereo unspecified)	1.1
COC1CCCN(C(=O)c2cc(COc3c(F)cccc3F)on2)C1 (stereo unspecified)	6.1
CC(Oc1ccc(Cl)cc1Cl)C(=O)NC1CCN(C(C)C)CC1 (stereo unspecified)	-6.7
CC(C)(C)c1ccc(S(=O)(=O)NCC2CCCO2)cc1 (stereo unspecified)	6.0
Cc1ccc(OCCCNC2CCCC2)cc1	2.0
CCOC(=O)c1sc(NC(=O)C(C(C)C)N2C(=O)c3ccccc3C2=O)nc1C (stereo unspecified)	3.7
CC(C)COc1ccc(C(=O)N2CCCCC2CCN2CCCCC2)cc1 (stereo unspecified)	-1.6
Cn1cc2c(=O)[nH]c(Cl)nc2n1	-2.1
COc1ccccc1N1CCN(c2nc(C)nc3sc4c(c23)CCC4)CC1	2.8
COc1ccc(C2c3c(n(C)c4ccccc34)C(=O)N2CC(=O)Nc2ccc(C)cc2Cl)cc1 (stereo unspecified)	-3.6
CCc1ccccc1NC(=O)c1cnn2c(C(F)(F)F)cc(-c3ccc(OC)c(OC)c3)nc12	-3.7
COc1ccc(CC(=O)NC(=S)Nc2cccc(C)c2)cc1	-3.7
COc1ccccc1-c1cc(C(=O)N2CCN(c3ccccc3)CC2)no1	-1.7
C(=N/N=C(\Cc1nc2ccccc2[nH]1)c1ccccc1)/c1ccco1	9.4
O=C(CN1C(=O)C(c2ccc(F)cc2)=NC12CCCCCC2)Nc1ccc(F)c(Cl)c1	7.8
CCC(C)c1nn2c(=O)c(NC(=O)c3cccc(C)c3)cnc2s1 (stereo unspecified)	3.4
COc1ccc(CCNC(=O)CN2C(=O)COc3ccc(S(=O)(=O)N4CCCC4)cc32)cc1OC	-2.2
CCOC(=O)c1c(C)oc2c1c(CN1CCN(C(=O)OCC)CC1)c(O)c1ccccc12	0.7
Cc1cc(C)c2c(=O)cc(C(F)(F)F)oc2c1	7.5
COc1ccc2ccc(OC)c(/C=C3/C(=O)N(c4ccccc4)C(=S)N3C)c2c1	-3.5
O=C(NC(=S)Nc1cc(C(F)(F)F)ccc1N1CCOCC1)c1ccc(Cl)cc1Cl	1.9
COc1ccccc1C1C(C(=O)c2ccc(Br)cc2)C(=O)C(=O)N1c1cccc(C(F)(F)F)c1 (stereo unspecified)	-1.7
COc1ccc(CN2C(=O)c3ccccc3C2C(=O)NCCc2ccccc2)c(OC)c1 (stereo unspecified)	-5.2
c1ccc(CN(Cn2nnc3ccccc32)Cn2nnc3ccccc32)cc1	9.4
COCCC(=O)N1CCCC(CCc2ccccc2C)C1 (stereo unspecified)	3.8
OCC1(Cc2ccc(F)cc2)CCCN(C2CCN(CCc3ccccc3)CC2)C1 (stereo unspecified)	1.3
Cc1c(Cl)cccc1NC(=O)CCS(=O)(=O)c1ccc2c(c1)CC(C)N2C(=O)C1CC1 (stereo unspecified)	2.7
CCc1ccc(C(=O)Nc2cc(Cl)ccc2N2CCOCC2)cc1	4.4
O=C(Nc1cccc(C(=O)OCc2cc(=O)n3nc(C4CC4)sc3n2)c1)c1ccccc1	-8.0
Cc1ccc(-n2cnc3cc(NS(=O)(=O)c4ccc(C)cc4)ccc32)cc1	7.2
COc1ccccc1-c1nn2c(=O)cc(CN3CCN(C(=O)Nc4ccc(C)cc4Cl)CC3)nc2s1	2.8
C(=C\CN1CCOCC1)/COc1ccccc1	-1.2
COC(=O)c1c(-c2cccc3ccccc23)csc1NC(=O)Cc1ccc(OC)c(OC)c1	-6.6
CCCCSc1nnc2c(n1)OC(c1ccc(OC)cc1)Nc1ccccc1-2 (stereo unspecified)	7.5
CC(=O)N1C(=N)S/C(=C/c2cc3ccccc3nc2N2CCCCC2)C1=O	-2.9
COc1cc2nc(C3CCCCC3)nc(N3CCN(c4ccccc4F)CC3)c2cc1OC	7.5
COCCN1C(=O)C(C(c2ccc(C)cc2)N2CCCCC2)C(=O)C=C1C (stereo unspecified)	-6.7
CCCN(CCC)CC(O)Cn1cc(/C=C/C(=O)c2ccc(OC)cc2)c2ccccc21 (stereo unspecified)	9.9
CCOc1ccccc1C(=O)Nc1nnc(SCC)s1	-4.4
CC(C)CN1CCC(C2CCN(S(=O)(=O)Cc3ccccc3)C2)CC1 (stereo unspecified)	12.4
COC(=O)[C@@H]1CCCN1C(=O)Cc1ccc(N2CCC(NCc3ccc4c(c3)OCO4)CC2)cc1	6.5
Cc1nn(-c2ccccc2)c(Cl)c1/C=N\NC(=O)c1ccc(Cl)cc1Cl	-6.7
Cc1cc(C)c(NS(=O)(=O)c2ccc(N)cc2)c(C)c1	-0.5
O=C(Nc1ccc(-c2cscn2)cc1)C1CCCN1Cc1ccccc1 (stereo unspecified)	-1.9
CCC1CN(C(=O)N2CCC(C(=O)NCCN(CC)CC)CC2)c2ccccc2O1 (stereo unspecified)	5.1
CCNc1nc(CC)nc2c1oc1ccccc12	-0.8
CSc1ccccc1NC(=O)C1C2C=CC(O2)C1C(=O)O (stereo unspecified)	3.0
COc1ccc(N(C)C(=O)c2ccc3nc(-c4cccs4)c(-c4cccs4)nc3c2)cc1	-5.0
COc1cc(Cl)c(C(c2c(C)[nH]c3ccccc23)c2c(C)[nH]c3ccccc23)cc1OC	2.4
C=CCOc1ccc(CNc2ccc(NC(=O)CCC)cc2)cc1OCC	-0.2
Cc1ncc(CN2CCCC2C(=O)Nc2cccc(-c3ccc(F)cc3)c2)n1C (stereo unspecified)	-3.7
COc1ccccc1C(=O)Nc1nnc(-c2ccccc2SCc2ccccc2)s1	4.0
CC(=O)Nc1ccccc1C(C)C	-5.6
Later entries
SMILES	ROC1-CUL1 inh
CCCCN1C(=O)CC(Sc2ncccc2C(=O)O)C1=O (stereo unspecified)	18.3
COc1ccc(-c2nc(C)c(CCNC(=O)c3c(F)cccc3F)s2)cc1	-8.3
O=C(NCCc1ccccn1)c1ccc(Cl)cc1Cl	6.7
O=c1ccc(-c2ccccc2)nn1Cc1ccc(F)cc1Cl	2.3
Cc1ccc(NC(=O)C(=O)NCC(c2cccnc2)N2CCOCC2)cc1C (stereo unspecified)	-0.7
CCCOc1ccc(/C=C2\C(=O)N(c3ccc(C)cc3)C(C)=C2C(=O)OC)cc1OCC	-8.7
Cc1ccc(NC(=O)CN2C(=O)S/C(=C/c3ccc(C(C)C)cc3)C2=O)cc1	10.2
Cc1ccc(NC(=O)CSc2nc3n[nH]c(C)c3c(=N)n2-c2cccc(C)c2)cc1	4.0
CC(C)(C)CC(C)(C)NCc1ccc(C(=O)O)cc1	-3.7
C=C(C(=O)Nc1ccccc1)C(CCC=C(C)C)S(=O)(=O)c1ccc(C)cc1 (stereo unspecified)	3.0
O=C(c1ccc(Cl)s1)N1CCN(c2cccc(Cl)c2)CC1	2.7
O=C(O)c1cc2n(n1)C(C(F)(F)F)CC(c1ccc3c(c1)OCO3)N2 (stereo unspecified)	-3.3
C=CCn1c(SCC(=O)Nc2ccc(OC)cc2OC)nc2sc3c(c2c1=O)CCCC3	-5.2
C/C(=C\C(=O)NC1CCCCCC1)C(=O)O	-3.1
COC(=O)c1cccc(COc2ccc(Cl)cc2Cl)c1	-6.1
O=C(Nc1cccc(Cl)c1Cl)c1cc(-c2ccco2)nc2ccccc12	1.1
Cc1cccc2nc(-c3ccccc3)nc(N3CCC(O)(c4ccc(Cl)cc4)CC3)c12	-8.7
Cc1cccc(C)c1NC(=O)C1CCCN1S(=O)(=O)c1cccc2nsnc12 (stereo unspecified)	2.4
O=[N+]([O-])c1ccc(-c2csc(N/N=C/c3ccncc3)n2)cc1	-11.0
CC(Oc1ccc(Cl)cc1Cl)C(=O)OCC(=O)N=C1C(=O)N(c2ccccc2)N(C)C1C (stereo unspecified)	0.9
O=S(=O)(Cc1ccc(Cl)cc1)Nc1ccc(F)cc1F	2.1
CC(C)(C)CN1CCC(C2CCN(C(=O)C3CCC(O)CC3)CC2)C1 (stereo unspecified)	2.6
O=c1cc(Oc2ccc(Cl)cc2Cl)c2ccccc2o1	-3.3
CCNC(=O)c1cn(CCc2ccccc2)cc(C(=O)N2CCN(c3ccccc3C)CC2)c1=O	8.1
CCOc1ccc(C2(C)CC(C)(C)Nc3ccccc32)cc1 (stereo unspecified)	4.0
COc1cc(NC(=O)C2CCN(c3nnc(C)c4c(C)n(-c5ccccc5)nc34)CC2)cc(OC)c1	-19.9
CN(CCc1cnn(C)c1)C(=O)c1coc(COc2cccc(C(F)(F)F)c2)n1	-4.4
CCOC(=O)c1cnc2ccc(OC)cc2c1Nc1ccc(OCc2ccccc2Cl)cc1	3.2
Cc1sc(NC(=O)c2ccccc2)c(C(=O)O)c1C	-1.8
O=C(OCc1ccc([N+](=O)[O-])cc1)c1cc2ccccc2oc1=O	-7.9
CC1C(=NC(=S)NC(=O)COc2ccc(Cl)cc2Cl)C(=O)N(c2ccccc2)N1C (stereo unspecified)	0.0
Cc1cccc(NC(=O)c2ccc(NS(=O)(=O)c3cccc4cccnc34)cc2)c1	-5.4
Cc1[nH]nc2c1C(c1ccccc1OCc1cccc3ccccc13)C(C#N)C(=N)O2 (stereo unspecified)	8.3
CCCc1cc(=O)[nH]c(SCc2nc(-c3ccccc3F)no2)n1	-17.2
O=C1C2CCCN2C(=O)N1CCCN1CCN(c2cccc(Br)c2)CC1 (stereo unspecified)	-0.7

Of the compounds above, these have a thiophene ring, fused or not.
SMILES	ROC1-CUL1 inh
S=c1[nH]nc(-c2csc3ccccc23)n1Cc1ccccc1	2.5
CCOC(=O)c1c(N2C(=N)C(C#N)C(c3ccc([N+](=O)[O-])cc3)C3=C2CCCC3=O)sc2c1CCCC2 (stereo unspecified)	-3.2
CCCCc1nc2cc(C(=O)N3CCN(C(=O)c4cccs4)CC3)ccc2o1	-5.6
COc1cccc(-c2ccc3c(N)c(C(=O)Nc4ccc(F)cc4)sc3n2)c1	-2.6
Cc1ncc2c(c1-c1noc(-c3ccsc3)n1)CCN(Cc1ccccn1)C2	15.3
COc1ccccc1N1CCN(c2nc(C)nc3sc4c(c23)CCC4)CC1	2.8
COC(=O)c1c(-c2cccc3ccccc23)csc1NC(=O)Cc1ccc(OC)c(OC)c1	-6.6
COc1ccc(N(C)C(=O)c2ccc3nc(-c4cccs4)c(-c4cccs4)nc3c2)cc1	-5.0
O=C(c1ccc(Cl)s1)N1CCN(c2cccc(Cl)c2)CC1	2.7
C=CCn1c(SCC(=O)Nc2ccc(OC)cc2OC)nc2sc3c(c2c1=O)CCCC3	-5.2
Cc1sc(NC(=O)c2ccccc2)c(C(=O)O)c1C	-1.8
